S1P3 agonist: human S1P3 receptor agonists, primary screen, cell-based, primary and confirmation, NFAT-BLA reporter. Sphingosine 1-phosphate receptor 3 (Homo sapiens), Q99500. S1P3 NFAT-BLA reporter cells, agonism, FRET ratio; relative to 1 µM S1P, basal subtracted. activation, % at 4.5 µM. 60,000 tested, 0.1% active;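 active = activation above the screen-wide mean plus 3 SD, cut at about 4.5% in these data, passing the limit was not always enough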; also: some compounds called inactive have numbers as strong as hits
Target sequence (Q99500 whole entry, looked up): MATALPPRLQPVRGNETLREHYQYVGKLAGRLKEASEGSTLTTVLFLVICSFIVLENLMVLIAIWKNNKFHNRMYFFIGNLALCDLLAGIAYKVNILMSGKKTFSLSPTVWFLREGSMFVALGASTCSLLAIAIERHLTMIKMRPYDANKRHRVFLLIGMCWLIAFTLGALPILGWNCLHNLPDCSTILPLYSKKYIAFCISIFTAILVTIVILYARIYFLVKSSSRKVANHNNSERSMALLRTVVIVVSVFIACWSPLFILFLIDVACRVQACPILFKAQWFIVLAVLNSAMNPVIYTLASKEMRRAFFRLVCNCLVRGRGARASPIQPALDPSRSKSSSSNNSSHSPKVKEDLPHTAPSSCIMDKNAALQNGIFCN
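Assay system: CHO cells stably expressing human S1P3, Gα16 and NFAT-β-lactamase reporter. Timing: overnight plating, 4 h compound 37 °C, 2 h substrate RT. Signal: β-lactamase FRET emission ratio 460/535 nm. Measure: percent activation versus median 1 µM S1P response, basal-subtracted, per plate. Repeats: primary screen single test, confirmation screen in triplicate.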
MMP-13 inhibitor: human MMP13 inhibitors, primary screen, biochemical, FRET peptide cleavage | Collagenase 3 (Homo sapiens), P45452 | MMP-13 fTHP FRET cleavage, Mca fluorescence | inhibition, % at 4 µM | 65,000 tested, 0.07% active;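 active = inhibition above the mean of compound-free control plate wells plus 3 SD, cut at about 14% in these data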;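 also: 0% = DMSO wells and 100% = wells with reference MMP-13 inhibitor after basal subtraction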
HTR1E antagonist: 5-HT1E receptor antagonists, primary screen, cell-based, HTS; 5-hydroxytryptamine receptor 1E (Homo sapiens), P28566; CHO 5-HT1E Ga15 NFAT-bla reporter, FRET, antagonist; inhibition, % at 6 µM; 65,000 tested, 0.99% active;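 active = inhibition above a set limit, the mean inhibition across every tested compound plus 3 SD, cut at about 29% in these data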;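 also: signal is the 460 over 535 nm emission ratio of beta-lactamase substrate; 0% = agonist plus DMSO wells and 100% = wells without agonist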
Fluor 339 460: intrinsic fluorescence of library compounds, ex339/em460 – biochemical, MLSMR library, data from DPM-DC assay, artefact control, profiling panel; compound autofluorescence, ex339/em460 nm, NADH buffer; hits give high values; 1 = no-compound wells, NADH background; fluorescence fold increase at 10 µM; 65,000 tested, 5.5% active;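 active = at 10 µM, mean starting fluorescence two-fold or more over control wells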;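 also: signal is the first read of a kinetic run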
S1P1 ag-PAM: S1P1 agonists and agonism potentiators, primary screen, cell-based, primary and confirmation screens, CRE-bla reporter | Sphingosine 1-phosphate receptor 1 (Homo sapiens), P21453 | S1P1 CRE-bla cells, forskolin, beta-lactamase FRET, potentiator mode; S1P1 agonist co-added at EC20, 2 nM; 100% = saturating reference agonist, 0% = basal | activation, % at 9.5 µM | 56,000 tested, 0.57% active | AID 449, 2006;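 active = activation above a cutoff set at the mean activation of all tested compounds plus 3 SD, cut at about 54% in these data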;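 also: forskolin at 4 µM as EC80 and the EC20 agonist is SEW2871; 100% = SEW2871 at its EC100 plus forskolin at EC80; some compounds past the cut are filed as inactive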
Her2 expr inh: inhibitors of Her2 protein expression, primary screen, SKBR-3 cells, AlphaScreen, 66K library. 65,000 tested, 0.69% active. SKBR-3 HER2 protein level, 18-24 h; hits give low values. Receptor tyrosine-protein kinase erbB-2 (Homo sapiens), P04626. HER2 level % of control, % at 10 µM. AID 645, 2007;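 active = HER2 level under 5% of the carrier-only control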;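 also: 100% = DMSO carrier and 0% = 500 nM PU-H71 HSP90 inhibitor; lower value means stronger loss of Her2 protein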
A340 absorber: compound light absorbance at 340 nm, profiling panel, artefact control, biochemical, MLSMR library, data from PS, PMK, MK assays. compound absorbance at 340 nm, fold over control. fold change at 10 µM. 65,000 tested, under 10 active. AID 708, 2007;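 active = at 10 µM dose, initial 340 nm absorbance at least 2 fold that of control wells; inactive = change under 2 fold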;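 also: initial absorbance extrapolated from kinetic A340 decline of NADH oxidation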
HTR1E agonist: 5-HT1E receptor agonists, primary screen, cell-based, HTS. 5-hydroxytryptamine receptor 1E (Homo sapiens), P28566. CHO 5-HT1E Ga15 NFAT-bla reporter, FRET; 0% DMSO wells, 100% control agonist wells. 65,000 tested, 0.69% active. AID 574, 2007. activation, % at 6 µM;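 active = activation above a set limit, the screen-wide mean activation plus 3 SD, cut at about 8.5% in these data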;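 also: 100% = positive control agonist at 1 µM giving full maximal response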
5-HT1A blocker: human 5-HT1a receptor antagonists, primary screen, cell-based, CHO, Ga15 NFAT-bla reporter | AID 612, 2007 | 5-hydroxytryptamine receptor 1A (Homo sapiens), P08908 | inhibition, % at 10 µM | CHO 5-HT1a Ga15 NFAT-bla reporter, antagonist mode | 62,000 tested, 0.68% active;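 active = inhibition above the mean of all tested compounds plus 3 SD, cut at about 43% in these data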;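 also: receptor stimulated by 5-CT agonist at 100 nM near EC80; beta-lactamase reporter measured by ratiometric fluorescence of a cleavable substrate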
Target sequence (P08908 whole entry, looked up): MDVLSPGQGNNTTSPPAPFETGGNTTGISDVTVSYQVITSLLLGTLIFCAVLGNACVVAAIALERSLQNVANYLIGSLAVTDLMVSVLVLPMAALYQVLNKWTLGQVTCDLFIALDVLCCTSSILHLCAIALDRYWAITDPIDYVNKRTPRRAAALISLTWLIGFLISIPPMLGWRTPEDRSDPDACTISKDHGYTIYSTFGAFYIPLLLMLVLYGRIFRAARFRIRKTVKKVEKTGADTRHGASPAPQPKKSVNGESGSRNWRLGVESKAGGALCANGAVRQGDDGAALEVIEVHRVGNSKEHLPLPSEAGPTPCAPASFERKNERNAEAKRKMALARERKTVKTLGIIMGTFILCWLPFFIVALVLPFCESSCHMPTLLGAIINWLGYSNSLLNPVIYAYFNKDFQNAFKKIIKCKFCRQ
* hit, by the source's call; . = not tested or not shown; [ ] = remark or other dose.

S1P3 agonist | MMP-13 inhibitor | HTR1E antagonist | Fluor 339 460 | S1P1 ag-PAM | Her2 expr inh | A340 absorber | HTR1E agonist | 5-HT1A blocker | molecule
2.9 | 0 | -1 | 1.1 | -3 | 76 | 1 | 0.0 | 32 | CCOC(=O)c1oc2ccccc2c1CSc1nnnn1-c1ccc(C)cc1
0.6 | 2 | 6 | 1.1 | -10 | 94 | 1 | -0.2 | -7 | O=C(Nc1ccc(Oc2ncccn2)cc1)c1ccco1
-0.4 | 2 | 18 | 1.3 | 24 | 73 | 0.99 | -0.4 | 16 | O=C(COC(=O)c1ccccc1Nc1ccccc1)NCc1ccco1
-0.8 | 4 | 21 | 1.7 | 6 | 98 | 1 | 0.1 | 6 | COc1ccc(NC(=O)c2cc(-c3ccc(OC)c(OC)c3)on2)cc1OC
-1.3 | -1 | 2 | 1.1 | -21 | 84 | 0.98 | 0.4 | 5 | COc1cccc(-c2nc(CS(=O)(=O)CC(=O)NCCC(C)C)c(C)o2)c1
-0.1 | -3 | 6 | 1.1 | 1 | 64 | 1 | -0.4 | -14 | O=c1cc(CSc2ccc(Cl)cc2)nc(N2CCOCC2)[nH]1
1.1 | 2 | -1 | 1.1 | 4 | 83 | 1 | -0.6 | -1 | O=C(O)c1ccn(Cn2cnc3ccccc32)n1
-0.2 | 3 | 2 | 1.1 | -16 | 74 | 1 | 0.3 | 2 | O=C(NCc1cccs1)c1cc(-c2ccccc2)on1
-0.6 | -10 | -1 | 1.2 | 5 | 88 | 1 | -0.6 | -12 | Cc1[nH]nc2c1C(c1cccc(OC(=O)N3CCOCC3)c1)C(C#N)=C(N)O2 (configuration not stated)
-1.0 | -9 | -6 | 1.1 | 14 | 106 | 1 | 0.7 | -23 | CCOC(=O)N1CCC(NC(=O)C2CCN(Cc3nc(-c4ccc(CC)cc4)oc3C)CC2)CC1
. | 3 | 5 | 1.1 | . | 89 | 1.1 | -0.1 | -5 | CCOC(=O)C1CCCN(C(=O)CNC(=O)Cn2ccc3ccccc3c2=O)C1 (configuration not stated)
0.7 | -4 | -3 | 1.1 | -9 | 139 | 1 | 0.1 | -6 | CC1(C)c2ccccc2N2CCC(=O)NC21/C=C/c1ccco1 (configuration not stated)
-0.7 | 6 | 2 | 1.1 | -4 | 121 | 1 | 0.0 | -14 | CC(C)CC(=O)N1CCN(C(=O)CCC2CCCC2)CC1
-0.9 | -6 | 11 | 3.7* | 2 | 83 | 1.1 | -0.3 | -3 | CN1c2cccc3cccc(c23)N(C)C1(C)C
-0.8 | 3 | -4 | 1.1 | -7 | 87 | 1 | -0.2 | -7 | O=c1c2c(nc3nc(Cc4ccccc4)[nH]n13)CCC2
-1.6 | 2 | 5 | 1 | -1 | 100 | 1 | -0.8 | 92* | COc1ccc(CC(C)N2CCN(Cc3ccccc3)CC2)c(OC)c1 (configuration not stated)
0.4 | 0 | -1 | 1.1 | -26 | 61 | 0.99 | -1.0 | 19 | Cc1cccc(-n2nc3c(c2NC(=O)CCC2CCCCC2)CS(=O)C3)c1C (configuration not stated)
0.1 | 1 | 9 | 1.1 | . | 87 | 1.1 | 0.2 | 2 | O=C(NCc1cccnc1)c1ccc(COc2ccccc2Br)o1
-0.4 | -2 | -1 | 1 | -16 | 110 | 1.1 | 0.0 | 7 | COC(=O)COc1cccc(NC(=O)COc2ccccc2)c1
-0.8 | 4 | -4 | 1 | 2 | 99 | 1 | -0.7 | -2 | CCN(CC)CCC(=O)NC(C)(C)Cc1ccc(O)cc1
. | 4 | 1 | 1.1 | . | 110 | 0.99 | 1.7 | 8 | COc1ccc(CNc2nc(SCC(=O)NCc3ccco3)nc3ccccc23)cc1
-1.1 | -12 | 31* | 1.1 | 7 | . | 1.1 | 0.3 | 36 | COc1ccc(CNc2nc(-c3cccnc3)nn2C(=O)c2cccs2)cc1
-0.4 | 5 | -5 | 1.1 | -16 | 94 | 1 | -0.9 | -4 | O=C(CSc1ncnc2c1oc1ccccc12)OCc1ccccc1
-0.9 | -2 | -5 | 1.1 | . | 102 | 1.1 | 0.7 | -12 | CCOC(=O)c1c(C)n(C)c2ccc(OC(C)C(=O)OC)cc12 (configuration not stated)
-4.6 | 6 | 11 | 1.1 | -4 | 94 | 0.99 | -1.4 | . | CCOC(=O)c1c(CNCCN(CC)CC)n(C)c2cc(Br)c(OC)cc12
-0.1 | -3 | -3 | 1.1 | -12 | 92 | 0.99 | -1.3 | -5 | CCCCNC(=O)OCCNC(=O)Oc1cccc(C)c1
-0.1 | -4 | -8 | 1.1 | 4 | 85 | 1 | 0.5 | -1 | O=C(NCC1CCCO1)c1ccc(NC(=O)C2CCCCC2C(=O)O)cc1 (configuration not stated)
-0.8 | -85[fluorescence artefact?] | 15 | 3.4* | 9 | 92 | 1.1 | -1.9 | 17 | CCCOc1ccc(-c2nc(C#N)c(N3CCN(CC)CC3)o2)cc1
-0.8 | 1 | -7 | 1.1 | 3 | 82 | 1 | 0.9 | 0 | CC1CCCCN1Cc1nc2c(c(=O)n(C)c(=O)n2C)n1CCCc1ccccc1 (configuration not stated)
-0.9 | -2 | 6 | 0.99 | 0 | 40 | 1 | 0.1 | 3 | CCOC(=O)c1cc(-c2ccc(N)cc2)sc1N
-0.9 | 2 | 1 | 1.1 | . | 106 | 1.1 | -0.8 | -1 | CC1(C)Cc2nc3n[nH]c(N)c3cc2CO1
-1.4 | 7 | -7 | 1.1 | 25 | 119 | 1 | -0.5 | -5 | Cc1cc(C)n(C(=O)CCN2C(=O)c3ccccc3C2=O)n1
-0.5 | -10 | -2 | 1.1 | -13 | 78 | 1.1 | 1.5 | -6 | O=S(=O)(Cc1ccccc1)N1CCN(C/C=C/c2ccccc2)CC1
-0.2 | 2 | 1 | 1 | . | 116 | 1 | 0.3 | -13 | CC1(C)NC(=O)N(CCOc2cccc(Cl)c2Cl)C1=O
-0.3 | 2 | -5 | 1.2 | . | 94 | 1.1 | -0.1 | -6 | O=c1[nH]c(SCc2n[nH]c(=S)n2-c2ccccc2)nc2ccccc12
-0.4 | 2 | -6 | 1.1 | 0 | 123 | 0.98 | 0.0 | -13 | Cc1nnc(NC(=O)CCCN2C(=O)c3ccccc3C2=O)s1
-0.8 | 2 | 0 | 0.82 | -10 | 106 | 1.1 | 1.2 | -3 | CC(NC(=O)Cc1ccccc1)c1nc2ccccc2[nH]1 (configuration not stated)
-0.3 | -10 | -4 | 1.5 | -21 | 81 | 1.1 | 0.2 | -2 | Cc1c(-c2ccccc2)[n+](=O)c(-c2ccco2)c(C)n1[O-]
0.1 | 8 | 30* | 1.2 | -39 | 75 | 1 | 0.3 | -3 | COc1ccc2c(-c3ccccc3)cc3nnnn3c2c1
-0.6 | 1 | -4 | 1.1 | 1 | 96 | 1 | 0.1 | -2 | COc1ccc(CN(CC(=O)NCc2ccco2)C(=O)CCC(=O)Nc2ccccn2)cc1
. | -127[fluorescence artefact?] | -2 | 2.2* | . | 79 | 1.1 | 1.0 | 11 | CCCCn1c2nc3ccccc3nc2c2c(=N)oc(C)nc21
-0.8 | -17 | -4 | 1.1 | -9 | 57 | 1.1 | 0.3 | -8 | Cc1nc(SCc2c(F)cccc2Cl)c2c(=O)n(C)c(=O)n(C)c2n1
0.8 | -9 | -11 | 1.1 | -8 | 118 | 0.99 | 0.4 | -10 | CCN1CCN(C(c2ccccc2OC)c2nnnn2C2CCCCC2)CC1 (configuration not stated)
-0.8 | 3 | -7 | 1.1 | -22 | 96 | 1 | 0.6 | -9 | CCn1c(N)nc2c1c(=O)n(C)c(=O)n2C
-0.4 | -5 | 3 | 1.1 | -2 | 75 | 1 | 0.6 | 8 | COc1cc(NC(=O)Nc2ccccc2)c(OC)cc1NC(=O)CN1CCCCC1
-0.5 | -11 | -14 | 0.99 | -40 | 108 | 0.99 | -1.1 | 17 | Cc1onc(-c2ccccc2)c1C(=O)N1CCCSC1=Nc1ccccc1
. | -10 | 2 | 1.9 | . | 94 | 1 | 0.3 | 7 | O=c1c2c(nc3c(-c4ccccc4)c[nH]n13)CCCC2
-1.4 | 2 | 6 | 1.2 | 0 | 89 | 1 | -0.7 | 17 | CC1CC(c2ccccc2)n2nc(NC(=O)c3cccs3)nc2N1 (configuration not stated)
-0.2 | 5 | 11 | 1.1 | 0 | 97 | 1.1 | 0.4 | -15 | CCCCOC(=O)CCNc1n[nH]c(=O)[nH]c1=O
-0.8 | 0 | -5 | 1 | -4 | 85 | 1 | 0.2 | 23 | CC(C)COC(=O)NCC12C=CC(O1)C1C(=O)N(c3ccc(Cl)cc3)C(=O)C12 (configuration not stated)
-0.7 | 4 | -1 | 1.1 | 18 | 50 | 1 | 0.5 | -6 | Cc1noc(C)c1CSc1ccc2ccccc2n1
0.6 | 1 | -5 | 1 | . | 96 | 1 | 0.5 | -9 | CN(C)S(=O)(=O)N1CCN(S(=O)(=O)N(C)C)CC1
-0.4 | -30 | -11 | 2.1* | -22 | 183 | 1 | 1.1 | -8 | O=C1CCCC2=C1C(c1ccncc1)c1c(nc(SCc3ccccc3Cl)[nH]c1=O)N2 (configuration not stated)
-2.3 | 0 | 7 | 1.2 | -23 | 137 | 0.99 | -0.1 | . | CCn1nc(NC(=O)c2cccnc2)c2cc3ccccc3nc21
-0.6 | -7 | 9 | 1.1 | -16 | 99 | 0.98 | 0.3 | -16 | CC(C)Sc1nc2c(c(=O)[nH]c(=O)n2C)n1CCc1ccccc1
-0.6 | -37 | -1 | 1.6 | -4 | 84 | 0.99 | -0.3 | 16 | CCCc1cc(=O)n2[nH]c(-c3ccccc3)cc2n1

More records follow.
S1P3 agonist | MMP-13 inhibitor | HTR1E antagonist | Fluor 339 460 | S1P1 ag-PAM | Her2 expr inh | A340 absorber | HTR1E agonist | 5-HT1A blocker | molecule
-0.8 | 1 | -1 | 1.1 | -5 | 108 | 0.99 | 0.5 | -3 | COc1cccc(OC)c1C(=O)N1CCOCC1
-0.3 | -1 | 13 | 0.99 | -1 | 106 | 0.98 | -0.6 | 8 | CC(C)C(c1nnnn1C1CCCC1)N1CCCc2ccccc21 (configuration not stated)
-1.7 | 2 | 11 | 1.1 | 21 | 86 | 1 | -0.9 | 27 | CN(Cc1ccccc1)c1oc(COc2ccccc2F)nc1C#N
1.5 | -6 | 0 | 1 | 5 | 92 | 0.98 | 0.1 | . | Nc1ccc(S(=O)(=O)c2ccc(N)cc2)cc1
